Source: PubChem (several laboratories)
IL1B NFkB inh = blocks IL-1B driven NFkB nuclear translocation in HUVEC cells; HUVEC IL-1B NFkB p65 nuclear translocation imaging; inhibition, % at 2 µM; 0.43% of 94,000 active;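 active means inhibition above about 30% together with a positive call from visual inspection of the well image, limit read from the data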;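 further: nuclear over cytoplasmic p65 intensity ratio measured by imaging; 0% = IL-1B stimulated DMSO wells and 100% = unstimulated DMSO wells; values of inactives mirror those of a sister screen read the other way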
PLAP inhibition = inhibition of human placental alkaline phosphatase – biochemical, luminescence, HTS (AID 690); purified PLAP, luminescent substrate; higher % means a stronger effect; inhibition, % at 20 µM, or IC50 in µM where a hit was titrated; 0.08% of 96,000 active; in the data active means a potency from the dose series; inactive means the rest, 99 in 100 with inhibition below about 30%; further: strong numbers were not always called active
IL1B NFkB pot = enhances IL-1B driven NFkB nuclear translocation; HUVEC IL-1B NFkB p65 nuclear translocation imaging; 0.3% of 94,000 active; activation, % at 2 µM;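 active means activation above 40%, about the mean plus 3 SD, also judged a hit on visual image review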;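 further: percent activation is computed from the nuclear over cytoplasmic p65 intensity ratio; values of inactives mirror those of a sister screen read the other way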
MRP reversal = compounds reversing MRP-mediated drug resistance. H69AR cells + 2 uM doxorubicin, CellTiter-Glo, 72 h. differential viability (reversal), % at 10 µM. 0.04% of 85,000 active. AID 602;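 active means viability drop by adding the cancer drug above about 55%, with treated viability meeting a 40% cutoff, limit read from the data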;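 further: viability without doxorubicin minus viability with 2 µM doxorubicin for each compound; larger differential means the compound sensitizes cells more to doxorubicin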
Bcl-B displacement = displacers of TR3 peptide from Bcl-B, primary screen, selectivity assay for Bfl-1 inhibitor project, biochemical, fluorescence polarization; 0.11% of 96,000 active; displacement, % at 20 µM, or IC50 in µM where a hit was titrated; FP displacement of FITC-TR3 peptide from Bcl-B; higher % means a stronger effect;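 active means displacement above 50% at 20 µM plus a fluorescence interference ratio under 1.5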;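 further: plate controls were wells without compound for no effect and wells lacking Bcl-B protein for full effect; a part of the inactive calls stands beside numbers as strong as those of hits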
MRP reversal cytotoxicity = also measured in MRP reversal; calls as there; viability, %; H69AR cells, CellTiter-Glo, 72 h; measured here: cytotoxicity without doxorubicin
MRP reversal with doxorubicin = second read-out of MRP reversal, no call of its own (marks repeat the call); viability, %; measured here: viability with 2 uM doxorubicin; hits give low values
IL1B NFkB inh cell count 2 µM = further read-out of IL1B NFkB inh, marked with its call; cell count; measured here: cells passing quality filter;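 raw number of nuclei counted in each imaged well without normalization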
IL1B NFkB pot cell count 2 µM = further read-out of IL1B NFkB pot, marked with its call; cell count; measured here: cells passing quality filter
Starred values were filed as active, the others as inactive; . = not tested or not shown. An excerpt, so the mix of outcomes need not match the whole.

Sample of the layout:
Every second line gives: IL1B NFkB pot, PLAP inhibition, MRP reversal with doxorubicin, IL1B NFkB pot cell count 2 µM, IL1B NFkB inh cell count 2 µM, MRP reversal cytotoxicity, IL1B NFkB inh, MRP reversal, Bcl-B displacement
c1ccc(-n2nc3c(ccc4cnnc43)[nH]2)cc1
→ 8.5, -92.0%, 71.9, 118, 118, 75.5, -8.5, 3.6, 3.7%
COc1ccccc1NC(=O)Oc1ccc(NC(=O)c2ccco2)cc1
→ 0.5, 3.1%, 100.8, 107, 107, 94.6, -0.5, -6.2, -7.0%

Results, from the first entry:
Every second line gives: IL1B NFkB pot, PLAP inhibition, MRP reversal with doxorubicin, IL1B NFkB pot cell count 2 µM, IL1B NFkB inh cell count 2 µM, MRP reversal cytotoxicity, IL1B NFkB inh, MRP reversal, Bcl-B displacement
c1ccc(-n2nc3c(ccc4cnnc43)[nH]2)cc1
→ 8.5, -92.0%, 71.9, 118, 118, 75.5, -8.5, 3.6, 3.7%
COc1ccccc1NC(=O)Oc1ccc(NC(=O)c2ccco2)cc1
→ 0.5, 3.1%, 100.8, 107, 107, 94.6, -0.5, -6.2, -7.0%
Cc1cc(C)c(C#N)c(SCc2[nH]nc3c2C(c2ccc(F)cc2)C(C#N)=C(N)O3)n1 (configuration not stated)
→ 5.6, ., 73.5, 107, 107, 91.9, -5.6, 18.4, .
O=C(Nc1ccc(O)c(C(=O)O)c1)c1ccc2c(c1)C(=O)N(CC1CCCO1)C2=O (configuration not stated)
→ ., -12.9%, ., ., ., ., ., ., -6.3%
COc1ccc(NC(=O)C2=C(C)C(=O)OC23CCC(C)CC3)cc1Cl (configuration not stated)
→ 24.4, -11.9%, 79.1, 183, 183, 83.9, -24.4, 4.8, 2.1%
CC(C(=O)N1c2ccccc2Sc2ccccc21)n1nnc(-c2cccs2)n1 (configuration not stated)
→ 24.1, -22.3%, 84.0, 192, 192, 97.5, -24.1, 13.5, 0.8%
CCOc1ccc(C(=O)Nc2cc(OC)ccc2OC)cc1
→ 16.8, 22.2%, 83.6, 73, 73, 75.2, -14.4, -8.4, 3.5%
COC(=O)COc1ccc(S(=O)(=O)N2CCc3ccccc3C2)cc1C
→ -9.9, -6.7%, 100.3, 179, 179, 99.8, 9.9, -0.6, -12.7%
CCOc1ccccc1N1CC(C(=O)NCCc2ccc(S(N)(=O)=O)cc2)CC1=O (configuration not stated)
→ 4.2, -57.3%, ., 207, 207, ., -4.2, ., -0.6%
Cc1sc2nc(SCC(=O)N3CCN(CCO)CC3)n(-c3ccccc3)c(=O)c2c1C
→ ., -67.2%, 90.8, ., ., 77.0, ., -13.8, -4.4%
COc1cc(C(=O)N(CCc2ccccc2)C2=CC3CCC(C2)N3C)cc(OC)c1OC (configuration not stated)
→ 4.7, ., 65.6, 85, 85, 79.2, -4.7, 13.6, .
CN(CCO)c1ncnc2nc[nH]c12
→ 14.2, ., ., 59, 59, ., -14.2, ., .
CC(=O)Nc1ccc(S(=O)(=O)N2CCN(c3ccc(C)c(Cl)c3)CC2)cc1
→ 17.9, -12.7%, 97.0, 176, 176, 99.6, -17.9, 2.5, -3.7%
COC(=O)c1cnn(-c2nc3c(C)cccc3s2)c1C
→ 6.1, 11.0%, ., 131, 131, ., -6.1, ., -5.2%
Cc1ccc2oc(-c3ccccc3)c(C(=O)O)c(=O)c2c1
→ -2.4, 7.3%, 99.1, 166, 166, 108.0, 2.4, 8.9, -9.5%
Cc1ccc2cc(CNC(C)C)c(=O)[nH]c2c1
→ 20.7, 9.3%, 109.5, 143, 143, 100.6, -20.7, -8.9, -21.0%
C=CCn1c(=O)[nH]c2cc(C(=O)N3CCN(c4cccc(Cl)c4)CC3)ccc2c1=O
→ 27.7, -3.0%, ., 141, 141, ., -27.7, ., -13.3%
COC(=O)c1c(NC(=O)CSc2nnnn2-c2ccccc2)sc2c1CCC(C(C)(C)C)C2 (configuration not stated)
→ 1.0, -27.8%, ., 164, 164, ., -1.0, ., -24.4%
COc1cc(CC(=O)Nc2ccc(S(=O)(=O)Nc3ncccn3)cc2)cc(OC)c1OC
→ 10.0, -46.0%, 77.8, 110, 110, 79.2, -10.0, 1.4, -49.3%
COc1ccc(-c2c3c(nc4sc(C(=O)Nc5ccccc5)c(N)c24)CCC3)cc1
→ -2.6, ., 35.3, 106, 106, 29.8, 2.6, -5.5, .
CCC1Sc2ccccc2N(CC(=O)NCCC2=CCCCC2)C1=O (configuration not stated)
→ -10.8, -51.4%, 64.1, 163, 163, 80.6, 10.8, 16.5, 16.2%
COc1ccc(NC(=O)c2ccc(NS(=O)(=O)c3c(C)noc3C)cc2)cc1OC
→ -8.9, -3.5%, ., 207, 207, ., 8.9, ., -4.0%
COC(=O)c1ccc2c(=O)n(CCN3CCOCC3)c(SCC(=O)C(C)(C)C)nc2c1
→ -5.3, -26.8%, 64.3, 134, 134, 72.7, 5.3, 8.4, -8.8%
CCOc1ccc(Nc2oc(-c3ccco3)nc2C#N)cc1
→ ., 10.4%, 84.7, ., ., 90.7, ., 5.9, -0.8%
COC(=O)c1ccc(CC(=O)c2ccc(O)cc2O)o1
→ 1.8, 2.7%, ., 139, 139, ., -1.8, ., -57.4%
CCC(C(=O)O/N=C(\N)c1ccc(C)cc1)c1ccccc1 (configuration not stated)
→ ., 10.4%, 40.2, ., ., 52.5, ., 12.3, 18.1%
O=C1C2C3C=CC(C3)C2C(=O)N1c1ccc2ccccc2n1 (configuration not stated)
→ 1.9, ., 91.1, 151, 151, 79.7, -1.9, -11.4, .
COC(=O)c1ccsc1NC(=O)C1=COCCO1
→ -17.2, -3.4%, 70.6, 36, 36, 74.4, 17.2, 3.9, 10.7%
CCSC(=O)N(CC)CC(=O)Nc1c(CC)cccc1CC
→ 15.0, 15.9%, ., 177, 177, ., -15.0, ., -26.5%
CC(=O)Nc1ccc(S(=O)(=O)NC2(C(F)(F)F)N=C(c3ccccc3)NC2=O)cc1 (configuration not stated)
→ 13.8, -7.2%, ., 139, 139, ., -13.8, ., 0.0%

Three compounds already listed, arranged by their value in Bcl-B displacement, rising.
mol | IL1B NFkB pot | PLAP inhibition | IL1B NFkB pot cell count 2 µM | Bcl-B displacement
CCSC(=O)N(CC)CC(=O)Nc1c(CC)cccc1CC | 15.0 | 15.9% | 177 | -26.5%
CCOc1ccccc1N1CC(C(=O)NCCc2ccc(S(N)(=O)=O)cc2)CC1=O (configuration not stated) | 4.2 | -57.3% | 207 | -0.6%
COc1ccc(NC(=O)C2=C(C)C(=O)OC23CCC(C)CC3)cc1Cl (configuration not stated) | 24.4 | -11.9% | 183 | 2.1%

(more compounds)
Every second line gives: IL1B NFkB pot, PLAP inhibition, MRP reversal with doxorubicin, IL1B NFkB pot cell count 2 µM, IL1B NFkB inh cell count 2 µM, MRP reversal cytotoxicity, IL1B NFkB inh, MRP reversal, Bcl-B displacement
CCc1n[nH]c(=O)n1Cn1c(CC)n[nH]c1=O
→ -2.5, 1.8%, 103.7, 92, 92, 96.0, 2.5, -7.7, -1.1%
O=C(NC1C(=O)NNC1c1ccccc1)c1ccc(F)cc1 (configuration not stated)
→ 9.2, -15.3%, 98.9, 182, 182, 100.0, -9.2, 1.1, 5.2%
CCOc1ccc(C(Nc2ccc(C)cc2)P2(=O)OCCCO2)cc1 (configuration not stated)
→ 10.1, -9.9%, 86.8, 186, 186, 94.6, -10.1, 7.8, 9.9%
CCN(CC)c1ccc(C(=O)OCC(=O)NCC2CCCO2)cc1 (configuration not stated)
→ 4.2, -50.3%, ., 143, 143, ., -4.2, ., 3.7%
CCCc1nnc(NC(=O)CCCC(=O)O)s1
→ 6.5, ., ., 145, 145, ., -6.5, ., .
COc1ccc(-c2cc(=O)oc3cc(OC(C)C(=O)O)ccc23)cc1 (configuration not stated)
→ ., -5.4%, 99.9, ., ., 127.7, ., 27.8, 1.1%
Cc1ccnc(SCCn2c(N3CCN(Cc4ccccc4)CC3)nc3c2c(=O)[nH]c(=O)n3C)n1
→ 3.1, -77.8%, 79.5, 61, 61, 86.3, -3.1, 6.8, -4.3%
CCN(c1ccccc1)S(=O)(=O)c1ccc(NC(=S)NC(=O)c2cccs2)cc1
→ 1.9, -21.0%, ., 128, 128, ., -1.9, ., 1.0%
Cc1ccc(-c2c3c(=O)n(C)c(=O)n(C)c3cn2Cc2ccccn2)cc1
→ 6.9, -0.5%, 99.0, 130, 130, 93.6, -6.9, -5.4, 12.0%
CC1CCc2c(sc(NC(=O)CN3CCN(C(=O)c4ccco4)CC3)c2C#N)C1 (configuration not stated)
→ -10.8, -52.1%, ., 137, 137, ., 10.8, ., -10.0%
O=C(NCc1ccccn1)C1CCN(Cc2cnn(-c3ccccc3)c2-n2cccc2)CC1
→ 3.9, -84.1%, 77.9, 179, 179, 85.9, -3.9, 8.0, -10.3%
CS(=O)(=O)N1CCN(c2ccccc2NC(=O)c2ccc3ccccc3c2)CC1
→ 22.7, ., 97.5, 118, 118, 91.9, -22.7, -5.7, .
c1ccc(C2=Nn3c(nnc3-c3ccncc3)SC2)cc1
→ 4.7, 5.6%, 66.8, 204, 204, 80.8, -4.7, 14.0, 17.2%
COc1cccc(-c2nc(CS(=O)(=O)CC(=O)NCCCN3CCc4ccccc4C3)c(C)o2)c1
→ -6.6, -47.8%, 80.6, 121, 121, 88.0, 6.6, 7.3, -2.0%
COc1ccc(/C=C/C(=O)c2ccc[nH]2)c(OC)c1OC
→ 12.3, ., 85.1, 124, 124, 59.3, -12.3, -25.9, .
Cc1ccc2c(c1)NC(=O)C(CC(=O)NCCCN1CCCC1=O)O2 (configuration not stated)
→ 18.8, -13.8%, 91.1, 189, 189, 98.2, -18.8, 7.0, -9.5%
C=CCn1c(C)cc(C(=O)COC(=O)C2CC(=O)N(Cc3ccccc3)C2)c1C (configuration not stated)
→ 17.4, -34.4%, 87.3, 82, 82, 89.0, -17.4, 1.7, 8.1%
Cc1nnc(SCC(=O)Nc2sc3c(c2C#N)CCCC3)[nH]c1=O
→ 18.2, -14.3%, 102.7, 183, 183, 96.2, -18.3, -6.5, 15.7%
Clc1ccc(Cn2cc(/C=N/n3cnnc3)c3ccccc32)cc1
→ ., -19.4%, 78.9, ., ., 85.6, ., 6.7, -3.6%
CC1=CC(C)(C)N2C(=O)C3(SCC(=O)N3c3ccc(F)cc3)c3cc(C)cc1c32 (configuration not stated)
→ 3.1, -72.0%, 80.6, 147, 147, 84.8, -3.1, 4.2, 6.5%
COc1cc2c(C#N)c(N3CCN(C)CC3)nc(N)c2c(N)n1
→ 3.9, -5.0%, 68.8, 80, 80, 76.1, -3.9, 7.3, .
CCOC(=O)C1=C(N)n2c(s/c(=C\c3ccco3)c2=O)=C(C(=O)OCC)C1c1ccco1 (configuration not stated)
→ -9.1, -8.8%, 47.9, 183, 183, 27.1, 9.1, -20.8, -18.5%
COc1ccc(-c2c[n+]3c4n2CCCCC4=C(c2ccc(Br)cc2)C3)cc1
→ 13.4, -33.8%, ., 117, 117, ., -13.4, ., -62.9%
CCOC(=O)Cn1nc(-c2ccc(Cl)cc2)ccc1=O
→ -4.5, -5.1%, ., 93, 93, ., 4.5, ., 5.9%
COC(=O)c1c(N=CN(C)C)c(C#N)c2n1CCCC2
→ 14.4, 8.4%, 90.9, 196, 196, 94.6, -14.4, 3.7, 4.3%
Cn1c(=O)n(Cc2ccccc2)c2ccccc21
→ ., -6.1%, ., ., ., ., ., ., -10.3%
Cc1cccc(NC(=S)NCC2CCCO2)c1 (configuration not stated)
→ -9.9, 11.7%, 101.2, 144, 144, 102.0, 9.9, 0.7, 1.4%
CCc1nnc(NC(=O)C2Cc3ccccc3C(=O)O2)s1 (configuration not stated)
→ 36.0, 9.2%, 83.9, 201, 201, 90.4, -36.0, 6.5, -9.5%
CCCn1c(SCC(=O)Nc2cccc(NC(C)=O)c2)nnc1C(C)C
→ 0.5, 5.6%, 100.4, 184, 184, 95.7, -0.5, -4.6, 0.3%
COc1cc(OC)c(-c2nn3c(-c4ccco4)nnc3s2)cc1OC
→ 11.4, -36.4%, 97.5, 84, 84, 87.4, -11.4, -10.0, -18.9%
CCOC(=O)/C(C(C)=O)=C1\OC(=O)c2ccccc21
→ ., -10.0%, 99.7, ., ., 99.9, ., 0.3, 1.8%
CCSc1nc2c(c(=O)[nH]1)C(c1ccncc1)C(C(=O)OC(C)C)=C(C)N2 (configuration not stated)
→ 7.0, 3.2%, ., 138, 138, ., -7.0, ., -7.4%
